DT40 TDP1 no CPT = qHTS for Inhibitors of human tyrosyl-DNA phosphodiesterase 1 (TDP1): qHTS in cells in absence of CPT | DT40 Tdp1-/- hTDP1 cells, no CPT, ATP luminescence, 48 h | Potency, µM (series often up to 46.2 µM), for inactives: at the top dose activity change, negative = growth inhibition, hits mostly inhibitors | 420,000 compounds, 15% hits | AID 686978, 2013; further: nearly all actives have a fitted effect of over 55% in size
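Chicken DT40 Tdp1-/- cells complemented with human TDP1, screened without camptothecin (DMSO vehicle only), 400 cells/well. Compounds pin-transferred, cells incubated at 37 °C for at least 48 hr. Growth read as ATP-dependent luminescence (CellTiter-Glo, 30 min at RT).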
N370S GC mod = N370S glucocerebrosidase modulation, Gaucher chaperone candidate. P04062. N370S GC spleen homogenate, 4MU-glucoside fluorescence. Potency, µM (highest dose often 59.4 µM), without a hit: at the highest dose activity change, negative = inhibition, actives largely listed as inhibitors. 330,000 compounds, 0.092% hits. AID 2101;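 further: 0% = full enzyme activity and -100% = no enzyme basal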
TDP1 block = inhibitors of human tyrosyl-DNA phosphodiesterase TDP1; Q9NUW8; recombinant TDP1, AlphaScreen DNA substrate cleavage; Potency, µM (doses to about 130 µM), for inactives: at the highest dose activity change, negative = inhibition, actives largely listed as inhibitors; 350,000 compounds, 0.28% hits; further: nearly all actives have a fitted effect of over 40% in size
Target sequence (Q9NUW8 whole entry, looked up): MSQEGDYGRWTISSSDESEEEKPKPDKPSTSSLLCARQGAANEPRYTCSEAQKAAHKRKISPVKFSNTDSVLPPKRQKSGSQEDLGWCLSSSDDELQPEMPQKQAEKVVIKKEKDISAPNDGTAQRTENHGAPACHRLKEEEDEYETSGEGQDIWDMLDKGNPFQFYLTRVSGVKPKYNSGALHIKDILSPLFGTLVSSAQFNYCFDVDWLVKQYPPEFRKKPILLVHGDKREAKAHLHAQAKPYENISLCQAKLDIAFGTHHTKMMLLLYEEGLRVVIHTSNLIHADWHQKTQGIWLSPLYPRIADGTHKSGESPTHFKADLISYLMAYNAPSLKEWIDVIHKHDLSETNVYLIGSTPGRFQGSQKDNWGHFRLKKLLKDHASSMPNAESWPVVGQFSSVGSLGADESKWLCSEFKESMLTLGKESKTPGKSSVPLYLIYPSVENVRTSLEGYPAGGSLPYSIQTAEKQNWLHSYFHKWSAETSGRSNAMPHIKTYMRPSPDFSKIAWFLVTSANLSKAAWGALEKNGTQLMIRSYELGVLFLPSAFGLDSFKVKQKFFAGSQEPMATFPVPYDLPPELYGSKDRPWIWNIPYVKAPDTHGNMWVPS
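Recombinant E. coli-expressed Tdp1 (1 nM) preincubated with compound 15 min at RT, then 5'-biotin/3'-phosphotyrosine-FITC DNA substrate (15 nM) added for 5 min. AlphaScreen beads (10 ug/ml) added, 10 min RT; tyrosine-FITC cleavage read as signal loss.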
An asterisk follows results filed as active; ? = inconclusive; nt = no result given; & = joins results of further samples; [ ] = another dose, or the depositor's remark. The call rests on the fitted dose curve; in most records, active means well fitted curve in the direction sought with a large enough effect; inconclusive means small, poorly fitted or top-dose-only effect, or another doubt; inactive means no such curve, though single readings can be large; an effect the other way counts as inactive or inconclusive. Unless noted, on the % scale 0 is the no-effect control and ±100 the full control effect; potency means the concentration at half of the fitted maximal effect.

SMILES	DT40 TDP1 no CPT	N370S GC mod	TDP1 block
CN(C)c1cc(O)c(C(=S)Nc2ccccc2)c(N(C)C)c1	?	25%	5%
Cc1cc(C)c2c(n1)SCC(=O)N2CC(=O)Nc1cc(F)ccc1F	-7%	-11%	nt
CCOC(=O)c1cc2cc(C)ccc2[nH]1	-18%	5%	-10%
COc1ccc(OC)c(NC(=O)CCn2c(=S)[nH]c3ccccc3c2=O)c1	16%	-2%	0%
CCc1nnc(NC(=O)c2ccncc2)s1	-4%	-3%	3%
COc1cc(C(=S)N2CCCC2)cc(OC)c1O	4%	-4%	-1%
Cc1ccccc1OCc1ccc(C(=O)N2CCOCC2)o1	-16%	2%	7%
CN(C)c1ccc(Nc2ncnc3ccc(Br)cc23)cc1	?	-7%	nt
COc1ccc(Sc2nc3ccccc3n3c(C(F)(F)F)nnc23)cc1	10%	5%	2%
CC1CCN(Cc2c(C(=O)N/N=C/c3ccc(C(C)(C)C)cc3)nnn2-c2nonc2N)CC1	13µM*	1%	0%
O=C(COC(=O)C1(c2ccc(F)cc2)CCCC1)N1CCNC1=O	-6%	nt	0%
COc1ccc(OC)c(NC(=O)Cn2ccn(-c3ccc(OC)c(OC)c3)c(=O)c2=O)c1	0%	nt	6%
CC(Oc1ccc(F)cc1F)C(=O)NNC(=S)NCC1CCCO1 (stereo not drawn)	-24%	-3%	3%
Cc1ccc(/C=N/n2c(-c3ccccc3)n[nH]c2=S)cc1	?	-1%	nt
Cc1cccc(CC(C)NC(=O)c2cc(COc3ccc(C)c(C)c3)on2)n1 (stereo not drawn)	21µM*	-1%	0%
O=C(NC(=S)Nc1ccc2oc(=O)ccc2c1)c1ccc(-c2cccc(Cl)c2Cl)o1	nt	11%	3%
CN(Cc1ccccc1)C(=O)c1ccc2c(c1)N(Cc1ccccc1Cl)C(=O)c1ccccc1S2	?	nt	5%
CCn1nc(C)c(C(=O)Nc2cc(Oc3ccc(Cl)cc3)cc([N+](=O)[O-])c2)c1C	?	12%	8%
Cc1ccccc1-c1nc(CN2CCC(C(=O)NCCc3ccccc3)CC2)c(C)o1	21µM*	nt	3%
Cn1ncc2c(Nc3cccc([N+](=O)[O-])c3)ncnc21	?	-15%	0%
COc1ccc(NC(=O)COC(=O)C(CC(C)C)N2C(=O)C3CC=CCC3C2=O)cc1Cl (stereo not drawn)	1%	13%	1%
COc1cc2c(CCNC(C)=O)c[nH]c2cc1Cl	-3%&-16%&0%	-1%&-1%&-2%&-11%	4%[56.1 µM]
O=c1[nH]cnc2sc3c(c12)CCC3	-29%	-7%	1%
CC(C)CNC(=O)c1ccc(Cl)c(NC(=O)COc2ccccc2)c1	nt	1%	3%
CCOC(=O)N1CCN(c2cc(=O)n(-c3ccccc3C)c(=O)[nH]2)CC1	-6%	6%	0%
CCCCCCCNC(=O)C1(CC2CC(c3cccc(Br)c3)=NO2)CCN(C(=O)c2cc(OCC)c(OCC)c(OCC)c2)CC1 (stereo not drawn)	?	-8%	-3%
O=C(CCl)N(c1ccccc1)c1ccccc1	1.8µM*	1%	5%
CCS(=O)(=O)N1Cc2ccccc2CC1C(=O)Nc1ccc(F)cc1 (stereo not drawn)	-3%	-2%	-4%
COc1ccc(C(=O)Nc2cccc3nc(C)ccc23)c(OC)c1	?	7%	nt
O=C(CN1C(=O)CSC1=O)Nc1ccccc1N1CCOCC1	3%	-9%	4%
COc1cccc(N2CCN(C(=O)c3c(C)oc4ncnc(N5CCOCC5)c34)CC2)c1	-17%	nt	0%
C=Cc1ccc(Cn2c(C(=O)O)c(CNCc3cc(OC)ccc3OC)c3ccc(C)cc32)cc1	?	nt	11%
COc1cc(OC)c(C2C(C#N)=C(N)Oc3cc(C)n(CCCN4CCOCC4)c(=O)c32)cc1OC (stereo not drawn)	-4%	7%	5%
O=C(c1cccs1)N1N=C(c2ccccc2)CC1c1ccc(O)cc1 (stereo not drawn)	?	-9%	8%
COc1cccc(CN(C)C(=O)C2CSC3(C)CCC(=O)N23)c1OC (stereo not drawn)	-10%	nt	1%
Clc1ccc(COc2ccccc2-c2ccnc3ncnn23)cc1	7%	5%	6%
Cc1cc(SCC(=O)N(C)c2c(N)n(Cc3ccccc3)c(=O)[nH]c2=O)nc2ccccc12	-15%	-1%	3%
O=C(O)c1ccccc1S(=O)CCO (stereo not drawn)	-6%	nt	-2%
Cc1nc2ccccc2c(=O)n1NC(=O)c1ccc(Cl)c([N+](=O)[O-])c1	13%	-13%	nt
CCc1ccc2nc(SCC(=O)N(CC)CC)c(C#N)cc2c1	15µM*	15%	-8%
O=C(Nc1ccc(Cl)cc1)Nc1ccc2c(c1)N1CCN=C1S2	21µM*	-1%	3%
Nc1nccnc1C(=O)OCC(=O)NCCc1ccc(S(N)(=O)=O)cc1	-15%	?	2%[0.505 µM]
CCC(=O)c1ccc2ncccc2c1	-13%	-5%	2%
CCc1cc2c(COC(=O)c3cccc(NS(C)(=O)=O)c3)cc(=O)oc2cc1O	10µM*	8%	10%
Cn1cccc1C(=O)N1CCC2(CC1)CCN(c1ccc(-c3ccccc3)cc1)CC2	8.2µM*	-6%	nt
Cc1ccc(C(=O)n2c(=S)nc3ccccn32)cc1	nt	-1%	4%
Cc1ccc(N=CC=C2OC(C)(C)C(C)(C)O2)cc1	-12%	20%	0%
Cc1cnc(C(=O)OCC(=O)Nc2ccc(C)c(S(=O)(=O)N3CCCCCC3)c2)cn1	6%	10%	5%
CCOc1ccc(CCNC(=O)c2ccc(-n3c(C)cc4c3CCC(C)C4)cc2)cc1OCC (stereo not drawn)	15µM*	nt	5%
Cc1ccc2c(c1)CCCN2C(=O)c1ccco1	-4%	1%	-1%
CCOc1ccc(N(CC(=O)Nc2ccc(CC)cc2)S(=O)(=O)c2c(C)[nH]c(=O)[nH]c2=O)cc1	-5%	3.5µM*	4%
Cc1c(NS(=O)(=O)c2cccc3nsnc23)c(=O)n(-c2ccccc2)n1C	?	-12%	3%
CCOc1ccc(C2C(C(=O)Nc3ccc(F)cc3)=C(C)Nc3nc(CCCO)nn32)cc1 (stereo not drawn)	-2%	3%	5%
O=C(O)CSc1cc(C(=O)c2ccccc2O)cn2c(=O)c3c(-c4ccccc4)csc3nc12	-22%	-5%	?
NC(=O)c1cc(C(=O)Cc2ccc(Cl)cc2)c[nH]1	-21%	-8%	nt
Cc1ccccc1CN1CCC(CNC(=O)Nc2ccc(F)cc2F)CC1	1%	-13%	nt
Cc1ccc(C(=O)NC2c3ccccc3-c3ccccc32)cc1	3.7µM*	7%	0%
O=C(O)CC(CCc1ccccc1)OC1OC(CO)C(O)C(O)C1O (stereo not drawn)	9%	-17%	nt
COc1ccc(CNC(=O)c2cc3sccc3n2C)cc1	-30%	nt	1%
CCOC(=O)Nc1ccc(S(=O)(=O)NCc2ccccc2)cc1	?	4%	4%

Six entries from above, with bars between the fields:
SMILES | DT40 TDP1 no CPT | N370S GC mod | TDP1 block
O=C(O)CC(CCc1ccccc1)OC1OC(CO)C(O)C(O)C1O (stereo not drawn) | 9% | -17% | nt
O=C(O)CSc1cc(C(=O)c2ccccc2O)cn2c(=O)c3c(-c4ccccc4)csc3nc12 | -22% | -5% | ?
Cc1c(NS(=O)(=O)c2cccc3nsnc23)c(=O)n(-c2ccccc2)n1C | ? | -12% | 3%
NC(=O)c1cc(C(=O)Cc2ccc(Cl)cc2)c[nH]1 | -21% | -8% | nt
CCOc1ccc(CCNC(=O)c2ccc(-n3c(C)cc4c3CCC(C)C4)cc2)cc1OCC (stereo not drawn) | 15µM* | nt | 5%
Cc1ccc2c(c1)CCCN2C(=O)c1ccco1 | -4% | 1% | -1%

More results.
SMILES	DT40 TDP1 no CPT	N370S GC mod	TDP1 block
OCCN1CCN(c2nnc(-c3ccccc3)c3ccccc23)CC1	10%	1%	nt
Cc1ccccc1C(=O)Nc1nc2nc(-c3ccccc3)cc(=O)n2[nH]1	-17%	nt	7%
O=C1c2ccccc2CN1CCNS(=O)(=O)c1ccc(Cl)cc1	-26%	1%	6%
O=C(CSc1nnc2ccc3ccccc3n12)Nc1ccccc1Cl	18µM*	nt	1%
CC(C)c1ccc(N(CC(=O)NCCSCc2ccco2)S(C)(=O)=O)cc1	-27%	-3%	3%
COc1ccc(OCc2nnc(SCC(=O)NCC3CCCO3)n2N)cc1 (stereo not drawn)	-11%	nt	2%
COc1cccc(-c2nn(C)c3sc(C(=O)N4CCN(c5cccc(C)c5)C(C)C4)cc23)c1 (stereo not drawn)	23µM*	nt	7%
Cc1csc(NC(=O)CSc2nnc3c4ccccc4nc(C(C)(C)C)n23)n1	5.8µM*	10%	5%
O=C(NCC1CCCO1)c1ccccc1NS(=O)(=O)c1cc([N+](=O)[O-])ccc1Cl (stereo not drawn)	?	nt	5%
CSc1ncc(Cl)c(C(=O)Nc2ccccc2[N+](=O)[O-])n1	-14%	-2%	nt
CC(C)=C1C2CCC1C(C(=O)NCCc1ccccc1)C2C(=O)O (stereo not drawn)	-16%	9%	1%
CCOC(=O)c1oc2c(c1C)/C(=N/O)CCC2	-19%	24%	-8%

2 entries drawn at random from the list so far, as already listed:
SMILES	DT40 TDP1 no CPT	N370S GC mod	TDP1 block
COc1cccc(-c2nn(C)c3sc(C(=O)N4CCN(c5cccc(C)c5)C(C)C4)cc23)c1 (stereo not drawn)	23µM*	nt	7%
O=C(O)CC(CCc1ccccc1)OC1OC(CO)C(O)C(O)C1O (stereo not drawn)	9%	-17%	nt

(continued)
SMILES	DT40 TDP1 no CPT	N370S GC mod	TDP1 block
CCOC(=O)c1c(C=O)c(C)n(Cc2ccccc2Cl)c1C	-15%	7%	5%
COc1ccc(NC(=O)Nc2ccc3c(c2)C(=O)N([C@@H](C)CO)C[C@@H](C)[C@@H](CN(C)CC2CCCCC2)O3)cc1	23µM*	nt	4%
O=C(COc1ccc(Br)cc1)NCc1ccccn1	-19%	3%	6%
CCOC(=O)c1ccc(NC(=O)COCc2cc(-c3ccc4c(c3)OCO4)on2)cc1	-27%	nt	6%
CCCC(=O)n1nc(NCc2ccc(OC)cc2)nc1NCc1ccc(OC)cc1	-12%	10%	-3%
Cc1sc2ncn(CC(=O)N3CCN(c4ccc(F)cc4)CC3)c(=O)c2c1S(=O)(=O)N1CCN(c2ncccn2)CC1	?	nt	5%
CSCCC(NC(=O)c1ccccc1Cl)C(=O)N(C)Cc1cccs1 (stereo not drawn)	?	-1%	4%
O=C1c2cccc3c(O)ccc(c23)C(=O)N1c1ccc(Cl)cc1	-26%	-7%	nt
CCOC(=O)/C(N=Nc1sc(C(=O)OCC)c(C)c1C(=O)OCC)=C(\C)O	nt	-11%	6%
CCc1nc(N[C@@H](CC(C)C)C(=O)O)c2oc3ccccc3c2n1	-25%	nt	0%
CC(C)(C)OC(=O)NC(CCNC=C1C(=O)OC(C)(C)OC1=O)C(=O)O (stereo not drawn)	-25%	3%	1%
O=C(NN=Cc1ccccc1OC(F)F)c1ccc(NS(=O)(=O)c2cccs2)cc1	?	nt	2%
Cc1ccc(C)c(N2CCN(C(=O)CCc3nc(-c4ccccc4)no3)CC2)c1	-28%	nt	-1%[56.1 µM]
COc1ccc(OC)c(CNC(=O)C2CCN(S(=O)(=O)N3CCCCC3)CC2)c1	17%&-23%	4%	3%&0%
O=C(c1ccc(NC(=S)Nc2ccc(Cl)c(Cl)c2)cc1)N1CCCC1	?	0%	0%
CS(=O)(=O)N1CCN(C(=O)c2ccc(-c3ccccc3)cc2)CC1	-25%	9%	7%
CC[C@]12c3[nH]c4cc(-c5ccco5)ccc4c3CCN1C(=O)[C@@H](CC(=O)NCCc1ccccn1)C[C@@H]2C(=O)N1CCN(C(=O)C2CC2)CC1	?	nt	2%[56.1 µM]
CCOC(=O)C/C(C)=N/NC(=O)C1CC1(c1ccccc1)c1ccccc1 (stereo not drawn)	-19%	3%	5%
CNC(=S)Nc1ccc(OCc2ccccc2)cc1	?	-1%	0%
CC(=O)c1cccc(NC(=O)CN2CCN(S(=O)(=O)/C=C/c3ccccc3)CC2)c1	-2%	nt	0%
COc1ccc(NC(=S)N2CCCN(Cc3cccc(Cl)c3)C2)cc1	16µM*	3%	8%
CNC(=O)Nc1cc(C(C)(C)C)no1	?	10%	4%
NC(=O)C12CCCC(Br)(CCC1)C2	-5%	1%	nt
Cc1ccc(C(=O)NCCCn2ccnc2)cc1[N+](=O)[O-]	-3%	4%	7%
CCC(C)c1ccc(S(=O)(=O)N2CCN(C(=O)COc3ccc4c(C)cc(=O)oc4c3)CC2)cc1 (stereo not drawn)	15µM*	4%	2%
Cc1ccc(C(=O)OCC(=O)Nc2cc(S(=O)(=O)N3CCOCC3)ccc2C)cc1	4%	-4%	5%
CCONC(=O)Nc1ccccc1[N+](=O)[O-]	-8%	8%	0%
Cc1[nH]n(-c2ccc([N+](=O)[O-])cc2)c(=O)c1C=NCCc1c[nH]c2ccccc12	?	0%	2%
O=C(CN1CCCCC1)c1c[nH]c2ccccc12	19%	-14%	nt

High-throughput results: PubChem BioAssay, National Center for Advancing Translational Sciences (NCATS)

Not all compounds are listed; rates above refer to the full screens.
